CFTR F508del cor: F508del CFTR correction, initial screen, CFBE line, single point | 350,000 tested, 0.36% active | AID 720511, 2013 | activity (quench increase), % at 7.58 µM | CFBE cells, YFP halide quenching; stimulated with forskolin plus potentiator P3; % fluorescence drop versus neutral controls;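 active = mean added fluorescence quench of at least 8% versus neutral control, with both replicates also reaching 8%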;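 note: cells transiently co-express mutant CFTR-F508del with the halide-sensitive YFP; corrector assay measuring rescue of mutant channel to the surface after 24 h compound exposure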
ERAP1 inh: human ERAP1 aminopeptidase inhibitors, primary screen, biochemical, single point, plate reader; Endoplasmic reticulum aminopeptidase 1 (Homo sapiens), Q9NZ08; recombinant ERAP1, Leu-AMC fluorescence, 60 min; inhibition, % at 10.7 µM; 340,000 tested, 0.15% active;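 active = mean replicate inhibition of at least 30%, or all replicates individually reaching that 30% level; inactive = mean below 30% and not every replicate reaching it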;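 note: 0% = neutral control wells and 100% = L-leucinethiol positive control wells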
Target sequence (Q9NZ08 whole entry, looked up): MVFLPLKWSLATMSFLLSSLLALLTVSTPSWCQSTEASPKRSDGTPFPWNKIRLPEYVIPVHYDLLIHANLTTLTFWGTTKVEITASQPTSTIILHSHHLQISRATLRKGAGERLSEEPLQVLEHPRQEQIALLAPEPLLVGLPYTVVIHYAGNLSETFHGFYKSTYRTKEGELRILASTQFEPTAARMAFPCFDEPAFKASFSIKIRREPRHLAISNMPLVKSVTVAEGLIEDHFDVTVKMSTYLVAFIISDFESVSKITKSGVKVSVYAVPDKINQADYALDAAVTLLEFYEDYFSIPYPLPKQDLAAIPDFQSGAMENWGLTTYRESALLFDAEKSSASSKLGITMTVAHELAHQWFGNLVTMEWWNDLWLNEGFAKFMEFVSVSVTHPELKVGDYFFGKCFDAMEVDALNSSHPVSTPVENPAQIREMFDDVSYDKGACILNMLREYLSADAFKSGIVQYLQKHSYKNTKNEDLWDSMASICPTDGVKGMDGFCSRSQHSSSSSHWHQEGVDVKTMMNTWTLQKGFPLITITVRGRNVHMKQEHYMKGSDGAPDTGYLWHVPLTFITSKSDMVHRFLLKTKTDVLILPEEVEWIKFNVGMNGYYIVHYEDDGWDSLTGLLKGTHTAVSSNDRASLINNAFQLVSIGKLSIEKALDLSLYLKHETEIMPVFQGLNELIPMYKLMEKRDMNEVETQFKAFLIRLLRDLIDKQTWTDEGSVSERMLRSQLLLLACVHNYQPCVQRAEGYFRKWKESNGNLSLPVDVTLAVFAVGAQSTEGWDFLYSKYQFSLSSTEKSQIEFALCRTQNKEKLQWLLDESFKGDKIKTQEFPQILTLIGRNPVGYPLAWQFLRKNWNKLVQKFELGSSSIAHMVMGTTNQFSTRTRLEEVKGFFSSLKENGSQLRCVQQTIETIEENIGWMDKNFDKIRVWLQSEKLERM
esBAF inh: Bmi1 luciferase reporter increase in mESCs, primary screen, esBAF inhibitor project, mouse ES cells, Bmi1 luciferase knock-in, single point; AID 602393, 2012; 350,000 tested, 2% active; reporter increase, % at 12.5 µM; 24 h; 100% = twice the neutral-well signal; in the data active = activation above about 40%;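 note: 0% = median of the plate's neutral control wells and 100% = double that signal; a rise in the Bmi1 reporter signal indicates esBAF inhibition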
RAD52 inh: RAD52 DNA annealing inhibitors, primary screen, biochemical, FRET, single point, set 2. DNA repair protein RAD52 homolog (Homo sapiens), P43351. recombinant RAD52 DNA annealing, FRET fluorescence. inhibition, % at 18.7 µM. 360,000 tested, 0.46% active;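 active = every replicate showing at least 50% inhibition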
RAD54 branch: inhibitors of human RAD54 branch migration, primary screen, biochemical, fluorescence, single point; RAD54 Holliday junction branch migration, FAM/BHQ fluorescence; inhibition, % at 10.4 µM; 360,000 tested, 0.14% active; AID 602329, 2012;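 active = mean normalized replicate activity at least 40 and at least half of replicates scoring 40 or more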;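 note: 0% = median of neutral control wells and 100% = median of positive control wells; inhibitors cause a drop in the FAM fluorescence signal; in these data hits start at about 50%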
GSIS activator: GLuc luminescence reporter in INS-1E cells, primary screen for activators of glucose-dependent secretion of insulin. INS-1E GLuc reporter insulin secretion, 2-3 h. 370,000 tested, 0.61% active. activation, % at 16.6 µM;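 active = lowest replicate activation of at least 40%, so every replicate reaches that level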;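 note: 0% = median of neutral control wells and 100% = median of IBMX positive control wells; some compounds called inactive have numbers as strong as hits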
ARNT-TACC3 inh: disruptors of ARNT/TACC3 protein interaction, primary screen, biochemical, AlphaScreen, single concentration; AlphaScreen His-ARNT PAS-B/GST-TACC3 binding, luminescence; TACC3 fragment carries E629A point mutation; Transforming acidic coiled-coil-containing protein 3 (Homo sapiens), Q9Y6A5; 390,000 tested, 0.66% active; inhibition, % at 9.99 µM;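 active = mean inhibition of replicates at least 50% and at least half of replicates each reaching 50%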;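 note: 0% = complete ARNT plus TACC3 wells and 100% = ARNT alone without TACC3; many hits fall short of the cut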
XiGFP reactiv: activators of inactive X chromosome reactivation, primary screen, imaging, XiGFP fibroblasts, GFP high-content imaging, set 2. 360,000 tested, 0.055% active. AID 743238, 2013. XiGFP mouse fibroblasts, % GFP-positive cells imaging, 3 d; cells co-treated with 5-aza-dC sensitizer; scaled so ellipticine positive control = 100%. activation, % at 7.58 µM;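 active = mean normalized replicate activation at least 10% and every replicate at or above 10%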;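 note: 0% = median of on-plate neutral control wells and 100% = ellipticine 6 µM median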
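Assay system: SV40-immortalized XiGFP fibroblast cells, line 68-5-11; buffer or medium: DMEM plus 5-aza-dC sensitizer; compound: one concentration, pinned; timing: compounds 3 days, fix/stain 15 min at room temperature; benchmarks: positive control ellipticine, 6 µM final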
Numbers without * were called inactive; x = no result given.

SMILES | CFTR F508del cor | ERAP1 inh | esBAF inh | RAD52 inh | RAD54 branch | GSIS activator | ARNT-TACC3 inh | XiGFP reactiv
COc1ccc(S(=O)(=O)N(C)C[C@H]2Oc3ccc(NS(C)(=O)=O)cc3CC(=O)N([C@@H](C)CO)C[C@H]2C)cc1 | -0.9 | -1.4 | 2.5 | 7.2 | 0.4 | -10.9 | 1.8 | -0.2
COc1ccc(NC(=O)CNC(=O)c2ccco2)cc1S(=O)(=O)Nc1cc(C)ccc1Br | -1.4 | -0.9 | -9.7 | -81.1 | -3.3 | -16.5 | 6.8 | -0.1
CC(C)NC(=O)Nc1ccc2c(c1)C(=O)N([C@@H](C)CO)C[C@@H](C)[C@H](CN(C)C(=O)Nc1cccc3ccccc13)OCCCC[C@@H](C)O2 | -1.2 | 0.9 | 3.3 | 4.8 | -2.4 | -3.2 | 30.8 | 0.1
COc1ccc(C(=O)Nc2n[nH]c(-c3ccncc3)n2)cc1 | x | x | 3.9 | x | -3.9 | -1.2 | -0.9 | x
CCOc1ccc(C2N(c3ccc(F)cc3)C(=O)C3CCCN32)cc1OC (centres undefined) | -3.5 | 0.9 | -0.4 | -35.5 | -1.7 | -0.6 | -1.8 | 0.2
COc1ccc(C(C)(C)C)cc1NC(=O)COC(=O)c1ncc(Cl)c(Cl)c1Cl | 1.7 | 0.9 | x | -20.1 | 2.2 | 1.0 | -0.5 | 0.0
O=C(NCCC(F)(F)F)C1Cc2c(-c3ccc(Cl)cc3)ccnc2O1 (centres undefined) | 0.4 | 2.8 | -7.4 | -16.8 | -9.4 | -4.8 | x | 0.1
CO[C@@H]1CN(C)C(=O)c2ccc(NC(=O)Nc3cc(F)ccc3F)cc2OC[C@@H](C)NC[C@H]1C | -1.9 | 0.1 | -1.7 | 5.9 | 9.0 | -8.1 | 5.0 | 0.2
CCC(C)(C)n1nnnc1C(c1ccncc1)N1CCN(c2cccc(OC)c2)CC1 (centres undefined) | 1.2 | -1.3 | -7.8 | -12.9 | 1.6 | -2.2 | 2.8 | x
COc1ccccc1N(CC(=O)NCC1CCCO1)C(=O)CNS(=O)(=O)c1ccc(C)cc1 (centres undefined) | x | x | 0.0 | x | -6.0 | 12.1 | 1.9 | x
CO[C@H]1CN(C)C(=O)c2cc(NC(=O)Nc3ccccc3)ccc2OC[C@H](C)N(C(=O)Nc2c(C)noc2C)C[C@H]1C | 3.0 | -0.3 | 5.1 | 0.1 | -9.1 | 3.4 | -4.1 | 0.2
O=C(c1ccccc1)c1ccc(C(=O)N2CCCC(C(F)(F)F)C2)cc1 (centres undefined) | -2.6 | 0.1 | x | 2.9 | x | -0.9 | x | 0.0
Cc1csc2ncnc(N3CCN(C(=S)Nc4ccc(F)cc4F)CC3)c12 | 0.1 | x | x | -18.9 | -4.4 | -41.0 | x | 0.0
NC(=O)c1c(N)[nH]c(C(=O)c2ccccc2)c1-c1ccc(Cl)cc1Cl | -0.4 | 1.4 | x | -10.9 | x | -39.1 | x | -0.3
C[C@@H]1CN([C@@H](C)CO)C(=O)c2cccc(NC(=O)CCCCCC(=O)Nc3ccccc3N)c2O[C@@H]1CN(C)S(=O)(=O)c1ccc(F)cc1 | 1.5 | 0.3 | x | 7.0 | x | 1.4 | x | -0.4
NC(=O)C(=O)N/N=C/c1c2ccccc2cc2ccccc12 | 2.0 | -7.1 | -6.4 | -5.1 | 6.1 | x | x | -0.1
CC(=O)Nc1ccc2c(c1)C(=Nc1cccc(C)c1)c1ccccc1-2 | -1.3 | 0.0 | 18.2 | -3.6 | x | -8.0 | 11.4 | 0.0
CCNC(=O)N1CCN(S(=O)(=O)c2ccc3c(c2)OCCCO3)CC1 | -2.8 | -2.5 | -7.7 | -1.4 | -1.4 | 5.5 | 4.4 | 0.2
COc1ccc(NC(=O)Nc2ccc3c(c2)C(=O)N([C@@H](C)CO)C[C@@H](C)[C@@H](CN(C)Cc2ccc(C(=O)Nc4ccccc4N)cc2)O3)cc1 | 0.2 | -1.8 | -10.6 | 4.3 | 9.9 | -7.2 | 4.5 | -0.9
O=C(NCc1ccccc1)C(c1ccc(-c2ccccc2)cc1)N1CCN(CCN2CCOCC2)CC1 (centres undefined) | 6.7 | x | x | -1.6 | x | -0.5 | x | 0.0
Cc1ccc(C(=O)NC(=S)Nc2cccnc2Cl)cc1 | -0.9 | -2.3 | 23.1 | -8.5 | 0.0 | -9.7 | -6.1 | 0.2
CCOc1cccc(-c2c(C(=O)N/N=C/c3cccs3)nnn2-c2nonc2N)c1 | 1.8 | -1.7 | -3.3 | 26.3 | -1.8 | -7.5 | 8.5 | 0.0
COC(=O)c1ccc(NS(=O)(=O)c2c(C)[nH]c(C)c2C(=O)N2CCCC2)cc1 | 0.6 | 5.2 | 8.0 | -7.3 | -8.1 | 2.8 | -4.2 | 0.0
COc1ccc(CN2CCN(C(=O)CC(C)C)CC2)cc1 | -0.6 | -1.9 | 3.6 | -8.0 | -10.3 | 0.4 | -1.2 | 0.0
C[C@H](CO)N1C[C@H](C)[C@H](CN(C)S(=O)(=O)c2cccs2)Oc2ccc(NS(=O)(=O)c3ccc(F)cc3)cc2CC1=O | 1.9 | 0.7 | 1.8 | 11.9 | -1.4 | -5.6 | -4.5 | 0.0
Cc1cccc(NC(=O)COc2ccc3oc4c(c3c2)CCCC4)n1 | x | x | 16.9 | x | -3.8 | 12.8 | -1.8 | x
O=C(C[C@H]1C=C[C@@H](NS(=O)(=O)c2ccc(F)cc2)[C@@H](CO)O1)NCc1ccncn1 | -1.7 | 1.0 | 3.9 | -19.8 | 0.6 | 15.2 | -12.6 | 0.0
CCc1nc2c(OCc3ccc(C(F)(F)F)cc3)cccn2c1N(C)C(=O)c1ccc(OC)cc1 | 0.3 | -2.6 | 0.3 | -40.2 | -7.0 | -41.6 | x | 0.3
O=C(/C=C/Nc1ccc(F)c(F)c1)c1cccs1 | 1.0 | 2.5 | x | -42.1 | -2.4 | -1.7 | -1.5 | 0.0
COCCOC(=O)N1C(=O)[C@@]2(c3cc(C#Cc4ccc(OC)cc4)ccc31)[C@H](c1ccc(OCCO)cc1)N1[C@H](c3ccccc3)[C@H](c3ccccc3)OC(=O)[C@H]1[C@@H]2C(=O)N1CCN(c2ncccn2)CC1 | -0.1 | 1.4 | x | -2.3 | 4.1 | x | 11.2 | x
O=C(NCc1cc(C(F)(F)F)cc(C(F)(F)F)c1)C1CC(c2cccc(F)c2)=NO1 (centres undefined) | -0.6 | -1.9 | -5.5 | 2.6 | -2.8 | -2.5 | -5.2 | -0.6
Cc1ccc(/C=C2\SC(=S)N(CCCC(=O)NNC(=O)c3ccccc3O)C2=O)cc1 | -0.2 | x | -86.2 | -119.0 | -9.6 | 4.6 | 7.7 | 2.5
COc1ccc2c3c([nH]c2c1)[C@H](CO)N(C(=O)c1ccccc1)CC31CCN(Cc2cccnc2)CC1 | -0.1 | 1.3 | x | -5.0 | x | -3.7 | x | 0.3
COc1cccc(CNC(=O)C[C@@H]2CC[C@H](NS(=O)(=O)c3ccccc3OC)[C@@H](CO)O2)c1 | -0.6 | 0.5 | -4.6 | -0.7 | -7.9 | -3.0 | x | 0.7
CCOC(=O)CSc1n[nH]c(NC(=O)c2cccc(C)c2)n1 | x | x | 0.3 | x | 2.7 | -11.1 | -3.0 | x
CC(C)C#Cc1cnc2c(c1)C(=O)N([C@@H](C)CO)C[C@H](C)[C@@H](CN(C)C(=O)CN1CCOCC1)O2 | -2.6 | -1.1 | -0.4 | -8.1 | 2.6 | 16.6 | -6.6 | 0.6
CN1CCN(C(=O)C(N)Cc2ccccc2)CC1 (centres undefined) | 1.6 | -2.8 | x | -16.0 | x | 17.2 | 1.9 | 0.0
Cc1ccccc1-c1ccc2c(c1)O[C@H](CN(C)C(=O)Nc1ccccc1)[C@@H](C)CN([C@@H](C)CO)S2(=O)=O | -3.8 | -2.2 | 3.4 | -7.9 | -1.9 | -42.3 | -5.5 | -0.7
COc1ccc(-n2nc3ccc(N)cc3n2)cc1Cl | -2.6 | -3.5 | -22.1 | 6.7 | 4.4 | -3.9 | -7.2 | 0.0
CCOC(=O)CCNC(=O)N1CCCC(N2CCN(c3ccc(OC)cc3)CC2)C1 (centres undefined) | -3.3 | 0.4 | -5.4 | -4.0 | -2.2 | 1.3 | 2.8 | 0.0
Cc1ccc(-c2c(C(=O)N/N=C/c3cccnc3)nnn2-c2nonc2N)cc1 | 0.1 | -0.7 | -6.1 | -15.8 | 11.5 | 13.3 | 3.8 | 0.0
C[C@@H]1CN([C@H](C)CO)C(=O)Cc2cc(NC(=O)Nc3ccc4c(c3)OCO4)ccc2O[C@@H]1CN(C)S(=O)(=O)c1ccc(F)cc1 | -1.8 | 6.1 | -0.3 | 24.6 | x | -22.4 | x | -0.6
COc1ccc(N2CC(C(=O)Nc3nnc(SCC(=O)Nc4ccc(NC(C)=O)cc4)s3)CC2=O)cc1 (centres undefined) | 1.1 | -2.8 | -4.0 | -17.0 | -11.9 | 2.0 | x | 0.0
O=C(NCc1ccccn1)c1ccc(Cn2cc(C(F)(F)F)ccc2=O)cc1 | -1.7 | -1.2 | -4.5 | -9.8 | -0.3 | 12.0 | 2.2 | 0.0
C[C@@H]1CCCCO[C@H](CN(C)S(C)(=O)=O)[C@@H](C)CN([C@H](C)CO)C(=O)c2cc(NS(=O)(=O)c3ccccc3)ccc2O1 | 1.6 | -4.8 | -6.2 | 7.1 | -8.9 | -1.6 | -2.3 | 0.5
COc1ccc(NC(=O)c2ccco2)cc1NC(=O)c1ccccc1F | -0.9 | -6.2 | -4.8 | -10.2 | 0.5 | 17.3 | x | 0.0

Retrieved by compound from the list above:
SMILES | CFTR F508del cor | ERAP1 inh | esBAF inh | RAD52 inh | RAD54 branch | GSIS activator | ARNT-TACC3 inh | XiGFP reactiv
CC(C)C#Cc1cnc2c(c1)C(=O)N([C@@H](C)CO)C[C@H](C)[C@@H](CN(C)C(=O)CN1CCOCC1)O2 | -2.6 | -1.1 | -0.4 | -8.1 | 2.6 | 16.6 | -6.6 | 0.6
C[C@@H]1CCCCO[C@H](CN(C)S(C)(=O)=O)[C@@H](C)CN([C@H](C)CO)C(=O)c2cc(NS(=O)(=O)c3ccccc3)ccc2O1 | 1.6 | -4.8 | -6.2 | 7.1 | -8.9 | -1.6 | -2.3 | 0.5
C[C@@H]1CN([C@H](C)CO)C(=O)Cc2cc(NC(=O)Nc3ccc4c(c3)OCO4)ccc2O[C@@H]1CN(C)S(=O)(=O)c1ccc(F)cc1 | -1.8 | 6.1 | -0.3 | 24.6 | x | -22.4 | x | -0.6
CN1CCN(C(=O)C(N)Cc2ccccc2)CC1 (centres undefined) | 1.6 | -2.8 | x | -16.0 | x | 17.2 | 1.9 | 0.0
O=C(NCc1cc(C(F)(F)F)cc(C(F)(F)F)c1)C1CC(c2cccc(F)c2)=NO1 (centres undefined) | -0.6 | -1.9 | -5.5 | 2.6 | -2.8 | -2.5 | -5.2 | -0.6
Cc1ccc(/C=C2\SC(=S)N(CCCC(=O)NNC(=O)c3ccccc3O)C2=O)cc1 | -0.2 | x | -86.2 | -119.0 | -9.6 | 4.6 | 7.7 | 2.5
CCOC(=O)CSc1n[nH]c(NC(=O)c2cccc(C)c2)n1 | x | x | 0.3 | x | 2.7 | -11.1 | -3.0 | x

The order is random; any-hit rate near 3.3%.
